M1 antag – human M1 muscarinic receptor antagonists, primary screen, CHO-K1 cells, Fluo-8 calcium fluorescence, 1536-well; inhibition, % at 3 µM; 1.3% of 360,000 active; Muscarinic acetylcholine receptor M1 (Homo sapiens), P11229; CHO-K1 hM1, ACh EC80 antagonist; AID 588852, 2011;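 active = percent inhibition above its own plate's cutoff, namely the mean of that plate's compound wells plus 3 SD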;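 note: peak over basal fluorescence ratio during 140 s after agonist addition; 0% = ACh EC80 plus DMSO and 100% = DMSO alone without agonist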
Target sequence (P11229 whole entry, looked up): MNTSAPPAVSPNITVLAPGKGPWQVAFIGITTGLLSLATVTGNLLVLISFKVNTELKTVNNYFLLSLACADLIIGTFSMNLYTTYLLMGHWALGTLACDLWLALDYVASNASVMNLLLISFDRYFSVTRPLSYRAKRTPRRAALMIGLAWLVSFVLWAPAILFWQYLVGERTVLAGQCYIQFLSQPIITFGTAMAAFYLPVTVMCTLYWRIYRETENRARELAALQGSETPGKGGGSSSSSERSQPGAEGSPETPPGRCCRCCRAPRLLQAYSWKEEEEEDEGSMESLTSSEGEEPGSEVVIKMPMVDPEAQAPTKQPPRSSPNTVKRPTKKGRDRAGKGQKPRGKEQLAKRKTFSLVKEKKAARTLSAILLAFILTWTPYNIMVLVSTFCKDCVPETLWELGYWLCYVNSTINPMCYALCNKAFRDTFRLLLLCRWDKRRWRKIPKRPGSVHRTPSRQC
CHO-K1 Ca ag – counter-screen for M1 agonists: effect in parental CHO-K1 cells | 0.48% of 360,000 active | activation, % at 3 µM | Fluo-8 calcium fluorescence; scaled to maximal ATP response, vehicle zero; in the data active = activation above about 15%;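 note: untransfected CHO-K1 host cells lacking M1 receptor as counterscreen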
TAAR1 agonist – human TAAR1 agonists, primary screen, Fluo-8 calcium fluorescence, CHO RD-HGA16 cells | Trace amine-associated receptor 1 (Homo sapiens), Q96RJ0 | vehicle wells 0%, saturating PEA agonist 100% | activation, % at 3 µM | 0.99% of 360,000 active | AID 624467, 2012;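 active = activation above the mean activation of all test compounds in the run plus 3 SD, cut at about 38% in these data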
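Test system: RD-HGA16 (CHO) cells co-expressing Gα16 and hTAAR1 / Benchmarks: DMSO vehicle as 0%, PEA at EC100 as 100% / Repeats: no replicates (n 1) / Measure: % activation from peak over basal fluorescence ratio, DMSO-to-PEA scaled / Timing: 17-24 h plating, Fluo-8 75 min 37 °C, 30 min RT / Technique: kinetic Fluo-8 calcium fluorescence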
CHO-K1 Ca antag – M1 antagonist counterscreen hit in parental CHO-K1 cells. ATP-induced calcium, Fluo-8 fluorescence. inhibition, % at 3 µM. 0.6% of 360,000 active. AID 602250;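 active = inhibition above a per-plate cutoff, the plate's mean sample inhibition plus 3 SD, cut at about 24% in these data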;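 note: 0% = DMSO plus EC80 ATP and 100% = DMSO alone without ATP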
CHO parental Ca – ATP-evoked calcium signal inhibitors, parental CHO, primary screen, counter-screen for OX1R antagonist project, cell-based, fluorescence, Fluo-8 calcium dye; parental CHO-K1, ATP-induced calcium, Fluo-8 fluorescence; inhibition, % at 5.6 µM; 0.63% of 330,000 active;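 active = inhibition above that plate's mean sample inhibition plus 3 SD, cut at about 26% in these data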;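 note: 0% = ATP-challenged DMSO wells and 100% = DMSO wells without ATP; some compounds past the cut are filed as inactive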
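Material: parental CHO cells / Compound: single nominal dose of 5.6 µM per compound / Signal: Fluo-8 fluorescence / Replicates: singlicate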
TAAR1 antagonist – human TAAR1 antagonists, primary screen, Fluo-8 calcium fluorescence, CHO RD-HGA16 cells; antagonist; inhibition, % at 3 µM; 1.5% of 360,000 active; AID 624466, 2012;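 active = inhibition above a per-plate cutoff, the mean inhibition of test compounds on that plate plus 3 SD, cut at about 49% in these data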;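 note: 0% = DMSO plus EC80 beta-PEA response and 100% = DMSO alone without agonist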
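Test system: RD-HGA16 CHO cells with stable hTAAR1 and Gα16 / Probe or stimulus: EC80 β-phenethylamine stimulus / Times: seeding 17-24 h prior, 75-min 37 °C, 30-min RT dye loading / Detection: Fluo-8 calcium-sensitive fluorescence / Read-out basis: % inhibition scaled between DMSO and EC80 PEA controls / Repeats: singlicate, one well per test compound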
CHO-K1 Ca PAM – nonselective calcium activators in parental CHO-K1 cells, primary screen, counter-screen for M1 PAM project, cell-based, Fluo-8 calcium fluorescence, full deck, 1536-well; ATP EC20; 0% at ATP EC20, 100% at ATP max; activation, % at 3 µM; 0.02% of 360,000 active; AID 602247, 2012;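 active = activation above the run cutoff, the mean activation of all test compounds plus 3 SD, cut at about 40% in these data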;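 note: peak over basal fluorescence ratio in a 140 s read after ATP addition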
CHRM1 agonist – human M1 muscarinic receptor agonists, primary screen, Fluo-8 calcium fluorescence, CHO-K1 cells, HTS; Muscarinic acetylcholine receptor M1 (Homo sapiens), P11229; CHO-K1 hM1, agonist mode; 0% DMSO, 100% acetylcholine EC100; activation, % at 3 µM; 0.33% of 360,000 active;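 active = activation above the run's mean compound activation plus 3 SD, cut at about 16% in these data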;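 note: peak over basal fluorescence ratio within a 140 s kinetic read after compound addition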
OXTR potentiator – human OXTR potentiators, primary screen, fluorescence, CHO-OTR cells, Fluo-8 calcium. AID 2445, 2010. activation, % at 3 µM. 0.061% of 320,000 active. Fluo-8 calcium fluorescence, potentiator mode; 0% = oxytocin EC15, 100% = EC100;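 active = activation above that plate's cutoff, the mean activation of tested compounds plus 3 SD, cut at about 6.6% in these data, passing the limit was not always enough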;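 note: 100% uses oxytocin at 75 nM as the full agonist control; some results filed as inactive read as strong as hits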
Target sequence (P30559 whole entry, looked up): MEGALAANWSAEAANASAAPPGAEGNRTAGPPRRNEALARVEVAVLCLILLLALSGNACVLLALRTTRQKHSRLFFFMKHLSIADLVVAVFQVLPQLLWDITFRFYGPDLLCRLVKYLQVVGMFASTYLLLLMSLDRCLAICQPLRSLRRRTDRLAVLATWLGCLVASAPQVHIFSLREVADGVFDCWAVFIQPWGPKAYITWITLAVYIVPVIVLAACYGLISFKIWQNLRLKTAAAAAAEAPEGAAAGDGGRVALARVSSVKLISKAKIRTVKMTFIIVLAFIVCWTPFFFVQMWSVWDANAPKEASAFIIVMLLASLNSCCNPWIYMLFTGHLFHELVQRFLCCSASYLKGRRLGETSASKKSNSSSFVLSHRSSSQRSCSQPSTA
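System: human OTR in CHO cells; Also added: sub-maximal oxytocin, roughly EC15; Timing: compound 6 min at room temperature before oxytocin, 100 s read; Technique: Fluo-8 intracellular calcium fluorescence, ex 470-495, em 515-575 nm; Controls: oxytocin EC15 low and EC100 high; Replication: singlicate.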
The depositor's hits bear a star; · = not tested or not shown.

SMILES | M1 antag | CHO-K1 Ca ag | TAAR1 agonist | CHO-K1 Ca antag | CHO parental Ca | TAAR1 antagonist | CHO-K1 Ca PAM | CHRM1 agonist | OXTR potentiator
O=C(N/N=C/c1cn(-c2ccccc2)nc1-c1cccs1)c1ccc(Cl)cc1 | 12.1 | 0.5 | 5.5 | 0.4 | -14.8 | 43.0 | 2.9 | -5.8 | -6.3
O=C(COc1ccc(S(=O)(=O)N2CCCC2)cc1)N1CCN(c2ccccc2F)CC1 | -9.1 | 7.2 | 2.3 | -9.5 | 1.8 | 6.4 | -9.2 | -1.5 | -15.6
CCCCn1c(N)c(N(CC(C)C)C(=O)c2cccc(S(=O)(=O)N(C)c3ccccc3)c2)c(=O)[nH]c1=O | 4.0 | 0.1 | -0.9 | -7.5 | -15.2 | -26.4 | -2.7 | -3.9 | -10.5
Cc1cc(C)c(OCC(=O)N(C)CC(=O)Nc2ccc(N3CCOCC3)cc2)c(C)c1 | -11.4 | 1.0 | -0.4 | -4.1 | -15.8 | -13.8 | 19.4 | -2.2 | -6.1
Cc1cc2ccccn2c1C(=O)c1ccc(F)cc1 | -13.8 | -1.6 | -1.1 | -15.1 | -0.6 | 2.4 | 11.7 | -9.0 | -5.2
Cc1ccc2nc(-c3ccncc3)c(Nc3ccccc3)n2c1 | -0.9 | 0.0 | -0.2 | -12.6 | -15.5 | 4.6 | 18.6 | -9.0 | -2.3
CN(C)c1ccc(S(=O)(=O)N(C)C)cc1[N+](=O)[O-] | -1.7 | 0.7 | -0.1 | -10.3 | -2.8 | -2.6 | 11.3 | -13.1 | -6.4
CCOc1ccc(S(=O)(=O)Nc2nc3ccccc3nc2-n2ccc(=NC(=O)c3cccs3)cc2)cc1 | -4.3 | 0.4 | 8.1 | 8.0 | -4.1 | 10.4 | -7.2 | -6.0 | 5.2
CCc1ccc(C2c3[nH]c4ccccc4c3CCN2C(=O)c2cc(C)nn2C)cc1 (stereo not given) | -7.8 | 0.2 | 6.9 | -3.7 | -26.2 | -16.9 | 11.2 | -9.6 | 2.3
COc1cc(OC)cc(C(=O)NNC(=O)c2cc(=O)[nH]c3ccccc23)c1 | -5.7 | 0.9 | 0.8 | 3.1 | -9.0 | -14.4 | 17.3 | -2.9 | -5.8
O=C(CN1CCN(c2ccccc2)CC1)N1CCc2[nH]c3ccccc3c2C1 | 1.1 | 0.9 | 6.2 | -4.5 | -1.8 | 12.3 | 0.2 | -2.0 | -5.2
CN(C)CCCN(C(=O)CCc1ccccc1)c1nc2ccc(Br)cc2s1 | -15.6 | 3.9 | 17.3 | -0.4 | 1.4 | 34.8 | 11.4 | 5.3 | -6.0
Cc1ccc(CC(=O)NC2CCCc3ccccc32)cc1C (stereo not given) | 5.2 | -1.0 | 4.3 | 1.1 | -9.3 | -10.8 | -13.4 | -4.2 | -4.0
CC(=O)Nc1ccc(S(=O)(=O)N2CCc3ccccc3C2CC(=O)O)cc1 (stereo not given) | -9.1 | 1.9 | 1.5 | -13.6 | 1.9 | 1.9 | 17.1 | -3.0 | 0.9
CCNc1nc(NC(C)C)nc(SCCOC(=O)c2ccccc2)n1 | -2.6 | 3.3 | -0.9 | -4.4 | -14.9 | -39.6 | 10.6 | -7.0 | -2.5
COc1ccc([N+](=O)[O-])cc1NC(=O)c1ccc(N(Cc2ccccc2Cl)S(C)(=O)=O)cc1 | 7.7 | 5.8 | 2.3 | -0.9 | 0.8 | 10.1 | 19.8 | -6.7 | -6.2
CCOC(=O)Cc1cnc(NC(=O)Cn2nnc(-c3ccc(OCC)cc3)n2)s1 | -29.4 | 3.6 | 33.7 | -13.6 | -14.5 | 4.5 | 19.2 | 9.6 | -21.7
COc1ccc(NC(=O)CCN2CCCCCC2)cc1 | -31.9 | -0.6 | -0.7 | -1.7 | -17.2 | -1.4 | 18.4 | -5.6 | -8.8
CCCCNC(=O)C(=O)Nc1ccc2c(c1)N(S(=O)(=O)c1cccs1)CCC2 | -2.2 | 2.4 | 0.6 | -14.2 | · | -5.0 | 5.7 | -5.0 | ·
Cc1nn(-c2ccccc2)nc1CNS(C)(=O)=O | -20.5 | 0.6 | 0.6 | -5.9 | -11.1 | -7.8 | 4.1 | -2.6 | -0.6
Cc1ccccc1CS(=O)(=O)c1ccc(C(=O)N2CCC(C)CC2)cc1[N+](=O)[O-] | -4.0 | 0.6 | -0.1 | -7.0 | -0.4 | -0.5 | -9.8 | -3.6 | 0.1
Cc1ccc(N2C(=O)[C@@H]3C(C(=O)CN4C(=O)c5ccccc5C4=O)=NN[C@@H]3C2=O)c(C)c1 | -15.5 | 0.3 | -0.9 | -14.6 | -35.5 | -21.2 | 19.0 | -4.5 | -7.0
CC1CCN(c2ccc(-c3cccc(NC(=O)c4ccco4)c3)nn2)CC1 | -9.1 | 1.4 | 1.9 | 9.0 | -13.2 | 34.3 | 7.9 | -7.3 | -6.4
CCCC(C(=O)NC1CCCC1)N(Cc1ccc2c(c1)OCO2)C(=O)c1snc(C(N)=O)c1N (stereo not given) | 17.4 | 5.9 | 16.6 | -14.5 | -29.5 | 63.5* | 20.5 | -5.2 | -5.3
Cc1cc(=O)oc2cc(O)c(N=Nc3ccccc3)cc12 | -24.6 | 0.0 | 3.4 | -13.8 | -8.8 | -16.5 | 8.4 | -1.8 | -16.5
CC(=O)Oc1ccc(C(=O)Cc2ccccn2)c(O)c1 | 13.6 | -0.6 | -0.5 | 24.2* | -8.4 | 3.7 | -10.6 | -1.8 | 5.4
O=C1CCCN1CCCNS(=O)(=O)c1ccc(Cl)c(C(=O)N2CCOCC2)c1 | -10.6 | 0.1 | 3.6 | -1.1 | -3.0 | -5.8 | 10.2 | -1.2 | -5.4
O=C(N/N=C/c1cccs1)c1ccc(NC(=O)c2ccccc2Cl)cc1 | -1.0 | 3.2 | 8.7 | 10.8 | -10.5 | 11.4 | -8.7 | -5.2 | -10.7
CC(C)Cn1nc(-c2ccccc2)c2ccccc2c1=O | -11.1 | 0.2 | -1.2 | -11.8 | -22.4 | -18.6 | 14.7 | -4.2 | -9.1
S=C(Nc1ccccc1)N1CCN(c2ccc(N3CCOCC3)nn2)CC1 | -14.4 | -0.8 | 5.6 | -1.1 | -7.3 | -7.1 | 0.1 | -7.0 | -13.2
CCOC(=O)c1c(/N=C/c2cccc([N+](=O)[O-])c2O)sc(C)c1C | -2.6 | 0.4 | 0.0 | -7.6 | -8.7 | -8.1 | 16.9 | -5.0 | -4.7
O=C(CSc1ccc(F)cc1)N1CCOCC1 | 1.2 | 1.1 | -0.7 | 11.1 | 2.1 | -5.8 | -22.6 | 2.8 | -5.5
C[C@@H]1CN([C@@H](C)CO)C(=O)CCCn2cc(nn2)CO[C@H]1CN(C)S(=O)(=O)c1ccc(-n2cccn2)cc1 | 2.1 | 0.3 | 4.3 | -2.2 | · | -4.8 | -0.4 | -6.5 | ·
CCn1c(SCC(=O)NC2CCCCC2)nnc1-c1cccnc1 | 0.4 | 0.0 | 0.2 | -4.1 | -13.0 | -3.3 | -5.8 | -3.9 | -5.9
O=C(NCCc1ccccc1)C(=O)NCC1OCCN1S(=O)(=O)c1ccc([N+](=O)[O-])cc1 (stereo not given) | 4.7 | 8.2 | 47.0* | 11.9 | -8.8 | 28.3 | -1.1 | -9.0 | -1.3
COc1ccc(NC(=O)CN(C)C2CCCCC2)c([N+](=O)[O-])c1 | -7.8 | 0.2 | 0.8 | -0.7 | -13.2 | -4.1 | 15.8 | -6.1 | 0.1
Cn1cc(Cl)c(C(=O)Nc2nc3ccc([N+](=O)[O-])cc3s2)n1 | -7.3 | 0.4 | 0.4 | -1.5 | -13.0 | 0.2 | 12.1 | -3.5 | -13.8
O=C1CC(=O)CC(c2ccccc2Cl)C1 | -9.0 | -0.1 | 6.2 | 0.5 | 5.9 | 2.3 | 6.2 | -1.8 | -7.5
Cc1c(C(=O)NCCCN2CCOCC2)sc2nc(-c3ccccc3)cn12 | · | · | 1.9 | · | 1.5 | -13.1 | · | · | -2.8
COc1ccc(CNC(=O)C2CCN(S(=O)(=O)c3ccc(N4CCCC4=O)cc3)CC2)cc1 | -19.0 | 0.4 | 1.4 | -8.1 | · | -15.5 | 14.4 | 0.3 | ·
COC(=O)c1c(C)oc(C)c1S(=O)(=O)NCc1cccs1 | -1.5 | 3.2 | 1.2 | -7.3 | -12.5 | -24.0 | 11.0 | -1.5 | 3.3
Cc1ccc(C(=O)COC(=O)CCNS(=O)(=O)c2ccccc2F)cc1 | 3.3 | 10.2 | 2.0 | -13.9 | 0.7 | 11.2 | -6.8 | -0.9 | -9.5
COc1cccc(C2NC(=O)N(CCCC(=O)O)C(C)=C2C(=O)OCc2ccccc2)c1 (stereo not given) | · | · | 9.3 | · | -3.8 | 14.0 | · | · | -1.2
CSc1nnc(C2CCN(CC(=O)Nc3ccccc3N3CCOCC3)CC2)n1C(C)C | -15.2 | 1.2 | -2.2 | -8.4 | -10.0 | 1.1 | 17.0 | -4.4 | 7.1
C#CCOc1ccc(/C=C2/C(=O)NN(c3ccccc3)C2=O)cc1OC | -15.6 | 0.6 | 52.3* | -10.4 | -4.0 | -25.8 | 17.6 | -0.7 | 4.4
Cc1nc(C(=O)NCCO)cc2c1[nH]c1ccccc12 | -6.8 | 0.5 | -0.5 | -3.2 | · | -0.5 | -5.2 | -1.8 | ·
CC(C)Oc1cccc(C(=O)C2CCCN(C(=O)c3ccc4c(c3)OCO4)C2)c1 (stereo not given) | 26.0 | 4.7 | 3.9 | -11.8 | -11.5 | -23.0 | 6.4 | -4.3 | -5.8
C=CCOc1ccc(CN(C)CC(=O)Nc2ccc3c(c2)CCC3)cc1 | 7.0 | 2.4 | 9.5 | -16.2 | -10.8 | 13.1 | 7.3 | -13.1 | -20.1

Assay outcomes as filed in PubChem.
